KOR beta-arrestin-1 = KOR agonists, beta-arrestin recruitment, primary screen, cell-based, luminescence, uHTS (AID 1777) | KOR beta-arrestin recruitment, luminescence; higher % means a stronger effect | hit rate 0.02% among 280,000 | activation, % at 10 µM; hits with a dose series show EC50 in µM; in the data active means activation above about 50%, passing the limit was not always enough; further: a part of the inactive calls stands beside numbers as strong as those of hits
SIAH1 antagonists = Siah-1 peptide-binding antagonists, primary screen, biochemical, fluorescence polarization, rhodamine-plectin, uHTS (AID 1817); Siah-1 / rhodamine-plectin peptide fluorescence polarization; higher % means a stronger effect; displacement, % at 20 µM; hits with a dose series show IC50 in µM; hit rate 0.02% among 290,000;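 active means displacement of at least 50% at 20 µM, with a fluorescence ratio check between 0.3 and a set limit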;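 further: plate controls were Siah plus tracer with DMSO for no effect and tracer alone without Siah for full effect; strong numbers were not always called active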
HEK293 NOD2/NF-kB = inhibition of NOD2-driven NF-kB reporter – cell-based, luminescence, uHTS, HEK293 (AID 1566); HEK293 NOD2/NF-kB luciferase reporter, luminescence; higher % means a stronger effect; inhibition, % at 4 µM; hits with a dose series show EC50 in µM; hit rate 0.63% among 290,000; further: many of its hits are not listed in these tables
NOD1 NF-kB reporter = NOD1 signaling inhibitors, primary screen, cell-based, luminescence, uHTS (AID 1578) | NOD1-driven NF-kB luciferase reporter cells, luminescence; higher % means a stronger effect | inhibition, % at 4 µM, or EC50 in µM where a hit was titrated | hit rate 1% among 290,000; in the data active means inhibition mostly above about 36%, no sharp cut-off; inactive means mostly below about 34%;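 further: HEK-293T reporter cells stimulated with the NOD1 agonist gamma-tri-DAP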
HIV fusion peptide = inhibitors of HIV fusion peptide binding, primary screen, biochemical, uHTS, fluorescence dequenching (AID 1986) | hit rate 0.3% among 290,000 | inhibition, % at 20 µM; hits with a dose series show IC50 in µM | cell-free peptide binding, fluorescence dequenching, 30 min; higher % means a stronger effect; in the data active means inhibition mostly above about 52%, no sharp cut-off; inactive means mostly below about 76%; further: some results filed as inactive read as strong as hits
LYP inhibition = inhibitors of LYP phosphatase, biochemical, fluorescence intensity, uHTS (AID 1779); hit rate 0.054% among 290,000; inhibition, % at 11.5 µM; hits with a dose series show IC50 in µM; recombinant LYP phosphatase, fluorescence intensity; higher % means a stronger effect;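 further: plate controls were vehicle with enzyme for no effect and no enzyme for full effect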
KOR beta-arrestin-2 = KOR antagonists, beta-arrestin recruitment, cell-based, luminescence, uHTS (AID 1778); KOR beta-arrestin recruitment, luminescence, antagonist mode; higher % means a stronger effect; inhibition, % at 10 µM; hits with a dose series show IC50 in µM; hit rate 0.091% among 290,000; further: strong numbers were not always called active
Myeloid diff MLP = promotes myeloid progenitor differentiation; hit rate 1% among 360,000; calls only at 10 µM; AID 624256; ER-HoxA9 myeloid progenitors, lysozyme-GFP differentiation, flow cytometry;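 active means normalized GFP-positive differentiation at or above the plate's own cutoff, the solvent-only control mean plus 3 SD; inconclusive means no clear call, values can overlap the other calls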;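 further: cells exposed to compound for four days before flow analysis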
Salmonella PhoP GFP = inhibitors of PhoP regulon expression, primary screen, Salmonella Typhimurium, GFP reporter (AID 1863) | S. Typhimurium PhoP-regulated promoter GFP reporter, 4 h; higher % means a stronger effect | inhibition, % at 50 µM, or IC50 in µM where a hit was titrated | hit rate 0.16% among 300,000;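 active means inhibition over 29.93%, a cutoff 3 SD above the screen mean, later confirmed by dose response; inconclusive means inhibition over 29.93% but no dose response follow-up; inactive means inhibition at most 29.93% or unconfirmed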;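 further: 0% = low Mg2+ inducing control and 100% = high Mg2+ repressing control; strong numbers were not always called active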
Myeloid diff MLP GFP+ MAC1+ % = second read-out of Myeloid diff MLP, no call of its own (marks repeat the call); GFP+ MAC1+ double positive, %; measured here: differentiation confirmed by MAC1 staining
Active calls of the source: *; i = inactive; ? = inconclusive; . = not tested or not shown; + = active, no number; [ ] = dose if it differs, or a comment. Unless noted, no stated cut-off is given here; in the data, active means inhibition above about 50%; inactive means the rest. An excerpt, so the mix of outcomes need not match the whole.

The first three compounds as a preview:
SMILES	KOR beta-arrestin-1	SIAH1 antagonists	HEK293 NOD2/NF-kB	NOD1 NF-kB reporter	HIV fusion peptide	LYP inhibition	KOR beta-arrestin-2	Myeloid diff MLP	Myeloid diff MLP GFP+ MAC1+ %	Salmonella PhoP GFP
O=Cc1cnc2ccccc2c1-c1ccccc1	3.5%	4%	-7%	-43%	3.2%	0%	-34%	i	0.0	0%
CC(C)(C)C1C/C(=C/c2ccco2)C(=O)/C(=C/c2ccco2)C1 (stereo not drawn)	-3.4%	8%	8%	29%	62%*	-1%	-8%	+	0.5*	4%
CCc1cc2c(=O)n3c(nc2s1)-c1[nH]c2ccc(OC)cc2c1CC3	-0.8%	19%	-63%	-40%	-2.0%	-1%	16%	i	0.2	-7%

Results (from the top)
SMILES	KOR beta-arrestin-1	SIAH1 antagonists	HEK293 NOD2/NF-kB	NOD1 NF-kB reporter	HIV fusion peptide	LYP inhibition	KOR beta-arrestin-2	Myeloid diff MLP	Myeloid diff MLP GFP+ MAC1+ %	Salmonella PhoP GFP
O=Cc1cnc2ccccc2c1-c1ccccc1	3.5%	4%	-7%	-43%	3.2%	0%	-34%	i	0.0	0%
CC(C)(C)C1C/C(=C/c2ccco2)C(=O)/C(=C/c2ccco2)C1 (stereo not drawn)	-3.4%	8%	8%	29%	62%*	-1%	-8%	+	0.5*	4%
CCc1cc2c(=O)n3c(nc2s1)-c1[nH]c2ccc(OC)cc2c1CC3	-0.8%	19%	-63%	-40%	-2.0%	-1%	16%	i	0.2	-7%
CC(C)(C)C(=O)Nc1cccc(C(=O)Nc2cc(C(=O)O)cc(C(=O)O)c2)c1	-3.9%	5%	17%	-20%	11%	-7%	-6%	i	0.3	-15%
O=C(O)c1c[nH]c2c(C(F)(F)F)cccc2c1=O	-1.5%	0%	4%	-3%	18%	-8%	-3%	i	0.6	-10%
Cc1ccc(NC(=O)COC(=O)CCc2ccc(S(=O)(=O)N3CCOCC3)cc2)c(C)c1	-4.6%	3%	8%	-11%	-1.5%	-7%	0%	i	0.3	-3%
COc1cccc(NC(=O)CCC2CCN(C(=O)c3cncs3)CC2)c1	-6.5%	-5%	.	.	-2.3%	-3%	50%	i	0.4	3%
Nc1nc(NCC2CCCO2)nc(NCC2CCCO2)c1[N+](=O)[O-] (stereo not drawn)	-1.2%	0%	8%	-15%	1.7%	4%	2%	i	0.3	5%
Cc1cc(C(=O)CSc2nnc(Cc3ccccc3)o2)c(C)n1Cc1ccc2c(c1)OCO2	2.3%	1%	22%	16%	1.8%	6%	13%	i	0.9	1%
Nc1nonc1-n1nnc(C(=O)N/N=C/C2CCCCC2)c1-c1ccccc1	1.6%	-6%	11%	-23%	0.1%	-12%	-3%	i	4.3	-4%
Cc1nc(C(F)(F)F)nc(Nc2ccc(N=Nc3ccccc3)cc2)c1C#N	3.4%	10%	20%	-16%	1.2%	3%	1%	i	0.2	-6%
O=C(CSc1nnc(CNC(=O)c2ccc(F)cc2)o1)NCCc1ccccc1	3.4%	11%	-7%	-16%	0.5%	-7%	-21%	i	12	5%
CCc1nnc(NC(=O)C2Cc3ccccc3CN2S(=O)(=O)c2ccc(C)cc2)s1 (stereo not drawn)	-2.4%	4%	12%	-10%	7.3%	5%	0%	i	0.5	-6%
Cc1c(CC(=O)N[C@@H](C)C(=O)O)c(=O)oc2cc3oc4c(c3cc12)CCCC4	1.5%	-1%	13%	-6%	4.0%	2%	-6%	i	0.1	.
CC(=O)c1cccc(N2C(=NC(=O)C3CC3)SC3CS(=O)(=O)CC32)c1 (stereo not drawn)	6.1%	2%	0%	-32%	0.9%	5%	-22%	i	8.0	-6%
Cc1ccc(C(=O)C2=C(O)C(=O)N(Cc3ccco3)C2c2ccc(N(C)C)cc2)o1 (stereo not drawn)	11%	-6%	12%	15%	6.7%	-8%	-12%	i	0.8	3%
Cc1nn(-c2ccccc2)c(C)c1/C=N/NC(=O)CSc1nnc(SCc2cccc3ccccc23)s1	3.5%	0%	-56%	-42%	-1.2%	2%	22%	i	0.3	4%
C=CCOc1cccc(C2C(C(=O)c3ccco3)=C(O)C(=O)N2Cc2ccco2)c1 (stereo not drawn)	2.7%	5%	7%	-3%	12%	-4%	-21%	i	1.0	-6%
CN(C)S(=O)(=O)N1CCN(C(=O)c2ccccc2Cl)CC1	-3.1%	-2%	-6%	-18%	1.8%	-2%	20%	i	7.0	-2%
CC1=C(C(=O)NCc2ccccc2)C(c2cccnc2)n2ncnc2N1 (stereo not drawn)	1.3%	-2%	12%	-6%	0.9%	-6%	35%	i	1.0	1%
COc1ccc(N2C(=O)C3C4C=CC(C4)C3C2=O)c([N+](=O)[O-])c1 (stereo not drawn)	3.3%	-2%	9%	-13%	-0.2%	-6%	-27%	i	0.4	-10%
COc1ccccc1CC(=O)N1CCCC1	-4.0%	4%	7%	.	-1.7%	-3%	29%	i	0.3	-4%
Cc1c(C(=O)NC(C)c2ccc(-n3ccnc3)cc2)cccc1[N+](=O)[O-] (stereo not drawn)	-4.0%	6%	6%	-13%	-0.1%	-9%	40%	i	3.4	-6%
CCOc1ccc(S(=O)(=O)NCCC(=O)N2CCN(c3ccc(OC)cc3)CC2)cc1	-6.4%	2%	6%	-16%	-1.2%	-6%	35%	i	0.6	8%
CCOc1ccccc1NC(=O)c1cc2ccccc2oc1=O	5.2%	-9%	-1%	-17%	1.2%	-5%	-18%	i	1.0	-4%
CCc1ccccc1Nc1nc(N)nc(CSCC(=O)c2cc(C)n(C)c2C)n1	-6.3%	-4%	22%	12%	1.1%	-6%	-22%	i	0.8	5%
CC(Nc1nc(=S)nc(Nc2ccc(F)cc2)[nH]1)c1ccccc1 (stereo not drawn)	11%	-5%	-11%	-8%	3.6%	-2%	-25%[20 µM]	i	0.3	-4%
COc1ccc(NC(=O)CSCc2ccc(C)cc2)cc1	-1.8%	3%	14%	-15%	2.8%	-9%	-48%	i	0.2	3%
O=C(Nc1nc(-c2ccc(F)cc2)cs1)c1cccnc1	-3.8%	9%	-16%	-14%	0.4%	-7%	-28%	i	0.4	3%
O=c1c2ccccc2nc(-c2ccccc2)n1CCN1CCOCC1	-6.9%	-6%	-10%	15%	0.1%	-1%	-12%	i	0.6	-3%
COc1ccc(NC(=O)C2CC(=O)N(C(C)C)C2)cc1 (stereo not drawn)	-4.9%	3%	5%	4%	2.5%	-2%	-29%	i	0.8	4%
CCOC(=O)C1(CCc2ccccc2)CCN(C(=O)c2cnc(C)cn2)CC1	.	2%	-30%	-9%	1.6%	-6%	-2%[20 µM]	i	0.1	-1%
CCOCc1cc(CN2CCC(n3nccc3NC(=O)C3CC3)CC2)ccc1OC	-2.4%	3%	-2%	-27%	-0.9%	-1%	-8%	i	0.6	.
CCOC(=O)c1c(NC(=S)Nc2ccccc2C)sc2c1CCC2	-4.4%	0%	9%	-36%	17%	1%	7%	i	0.4	7%
O=C(CSC(=S)N1CCCCC1)c1ccccc1	-4.1%	1%	-99%	-37%	0.1%	-9%	-23%[20 µM]	i	0.3	.
CCn1ccnc1CN(C)C(=O)CC1C(=O)NCCN1Cc1c(F)cccc1Cl (stereo not drawn)	0.0%	-2%	1%	-23%	3.7%	-4%	15%	i	0.3	-14%
COCCNC(=O)CC(NS(=O)(=O)c1ccc(NC(C)=O)cc1)C(C)C (stereo not drawn)	-1.3%	2%	14%	-10%	-0.3%	-2%	26%	i	1.2	2%
CN(CC1COc2ccccc2O1)C(=O)c1cc(COc2c(F)cccc2F)on1 (stereo not drawn)	0.0%	1%	-2%	-31%	-2.4%	-7%	20%	i	0.9	2%
CCC(C)(C)n1nnnc1C(c1cc2cc3c(cc2[nH]c1=O)OCO3)N1CCCCC1 (stereo not drawn)	-2.1%	-4%	9%	6%	-1.0%	-14%	19%	i	0.2	-9%
c1ccc2c(NCC3CCCO3)nc(-c3ccncc3)nc2c1 (stereo not drawn)	-3.4%	0%	-3%	-11%	0.5%	-2%	13%	i	0.2	1%
O=C(N/N=C/C(Br)=C/c1ccccc1)C(O)c1ccccc1 (stereo not drawn)	3.2%	-2%	-27%	3%	-1.7%	-5%	17%	i	0.6	10%
COc1ccc(-c2cc(=O)oc3cc(OCC(=O)N4CCOCC4)ccc23)cc1	2.0%	11%	14%	12%	2.4%	-5%	-28%	i	0.2	-1%
COc1ccc([N+](=O)[O-])cc1-n1cccc1	6.6%	5%	5%	-19%	-1.6%	-3%	16%	i	0.4	17%
Cn1c(=O)oc2cc(S(=O)(=O)N3CCCC(C(=O)NCc4cccs4)C3)ccc21 (stereo not drawn)	-0.3%	-2%	-4%	-8%	54%	-7%	17%	i	5.0	-5%
CCOC(=O)C1=NN(c2ccc(C)cc2)C2(S1)SC(C(C)=O)=C(C)N2c1ccccc1 (stereo not drawn)	3.6%	-1%	11%	6%	-0.5%	6%	-70%	i	1.6	-3%
CCOC(=O)c1sc(C)nc1C1CCN(C(=O)OCC)CC1	-2.8%	2%	7%	-16%	-1.3%	-2%	-3%	i	1.8	-7%
COc1cc(-c2nc3cnccc3n2C)cc(OC)c1OC	0.9%	0%	-1%	-28%	2.2%	-1%	22%	i	0.4	5%
O=C(CN1CCN(c2cccc(Cl)c2)CC1)NC1CCCc2ccccc21 (stereo not drawn)	2.5%	-1%	-2%	-8%	-0.7%	-4%	-28%	i	2.4	2%
O=S(=O)(N1CCCCC1)n1nnc2ccccc21	-4.9%	12%	-4%	-20%	0.4%	3%	27%	i	0.8	11%
CCCCc1ccc(NC(=O)c2ccc(N(C)S(C)(=O)=O)cc2)cc1	7.0%	-5%	35%	0%	-0.4%	-7%	-18%	?	.	-9%
Further compounds
SMILES	KOR beta-arrestin-1	SIAH1 antagonists	HEK293 NOD2/NF-kB	NOD1 NF-kB reporter	HIV fusion peptide	LYP inhibition	KOR beta-arrestin-2	Myeloid diff MLP	Myeloid diff MLP GFP+ MAC1+ %	Salmonella PhoP GFP
Cc1ccc(S(=O)(=O)Nc2nc3ccccc3nc2NCC2CCCO2)cc1 (stereo not drawn)	5.9%	4%	10%	-2%	0.8%	-8%	9%	i	0.4	-12%
Cn1c(=O)c2ncn(CC(=O)NCCC3=CCCCC3)c2n(C)c1=O	.	6%	0%	-46%	-0.6%	-3%	.	i	0.5	9%
O=C(NCC1(N2CCOCC2)CCCCC1)c1ccc(Cl)c(S(=O)(=O)NCc2ccco2)c1	-5.0%	1%	-11%	1%	-2.5%	-6%	27%	i	0.3	6%
COc1cc(/C=C(\C#N)c2nc3ccccc3o2)ccc1O	0.6%	-5%	-101%	-8%	74%	-4%	-1%	+	5.8*	-33%
Cc1c(Cl)cccc1NC(=O)COc1ccc(S(=O)(=O)N2CCOCC2)cc1	-0.8%	3%	16%	-14%	-2.2%	-3%	0%	i	1.0	5%
Cc1[nH]c2ccccc2c1/C=N/Nc1nc(N2CCCCC2)nc(N2CCCCC2)n1	0.3%	-2%	-5%	-5%	-2.1%	2%	-25%	i	0.6	-2%
